HCV NS3 hel inh – HCV NS3 helicase inhibition. NS3 helicase DNA unwinding, Cy5 molecular beacon fluorescence. inhibition, % at 10.9 µM. 0.56% of 290,000 active;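 active = inhibition above the mean of all tested compounds plus 3 SD, set per campaign, cut at about 35% in these data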;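 note: 0% = DMSO wells and 100% = thioflavine S control wells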
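Measured by: Cy5 fluorescence, 0 and 60 min reads / Assay system: NS3 helicase fragment of HCV / Control set: low DMSO, high thioflavine S at 110 µM / Times: 1 h reaction at 25 °C, ATP-initiated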
MEKK2 WT-MEK5 – raises or lowers MEK5 binding to wildtype human MEKK2 PB1 domain. binding response (% of control), % at 10 µM. bead flow cytometry, Alexa488-MEK5 binding to MEKK2 WT; actives lie on both sides. 1.1% of 290,000 active. Q9Y2U5; in the data active = binding response below about 67% or above about 130%
NALP1 inh – blocks the NALP1 inflammasome reconstituted in yeast. inhibition, % at 10 µM. S. cerevisiae NALP1/ASC/caspase-1 growth, X-gal OD620, 72 h. 0.61% of 280,000 active; in the data active = inhibition mostly above about 24%, no sharp cut-off; inactive = mostly below about 32%; note: some compounds called inactive have numbers as strong as hits
UBC9 SUMO inh – blocks human SUMOylation mediated by UBC9 | P63279 | HTRF SUMOylation assay, SAE1/SAE2 + UBC9, in vitro | inhibition, % at 35 µM | 0.36% of 290,000 active; in the data active = inhibition above about 50%, passing the limit was not always enough; note: strong numbers were not always called active
Target sequence (P63279 whole entry, looked up): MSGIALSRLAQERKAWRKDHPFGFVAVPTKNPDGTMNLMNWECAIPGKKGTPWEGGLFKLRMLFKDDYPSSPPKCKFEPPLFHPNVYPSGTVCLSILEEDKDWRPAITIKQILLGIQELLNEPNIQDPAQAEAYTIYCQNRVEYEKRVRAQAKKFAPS
IMP-1 inh – blocks Pseudomonas aeruginosa IMP-1 metallo-beta-lactamase. inhibition, % at 5.6 µM. purified IMP-1, nitrocefin hydrolysis, epi-absorbance fluorescence. AID 1556. 0.45% of 290,000 active;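 active = inhibition above the mean plus 3 SD of all compounds in the same screening run, cut at about 4.5% in these data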;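 note: 0% = IMP-1 with DMSO and 100% = DMSO wells lacking enzyme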
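Test system: recombinant IMP-1 enzyme, purified / Medium: HEPES buffer pH 7.1 with ZnSO4 and Brij 35 / Doses: single dose, 5.6 µM / Times: 25 °C, 15 min preincubation, 25 min reaction / Detection: Epi-absorbance via hydrolysed-nitrocefin quenching of white-plate fluorescence, 480/530 nm, EDTA stop / Evaluation: percent inhibition from optical density relative to buffer-blank wells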
VIM-2 inhibitor – inhibitors of Pseudomonas aeruginosa VIM-2 metallo-beta-lactamase; purified VIM-2, nitrocefin hydrolysis, epi-absorbance fluorescence; inhibition, % at 5.6 µM; 0.89% of 290,000 active;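 active = inhibition above the mean of all tested compounds plus 3 SD, cutoff set per screening run, cut at about 7.5% in these data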;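 note: red hydrolysis product quenches plate fluorescence so inhibitors raise well fluorescence; 0% = enzyme with DMSO and 100% = DMSO without enzyme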
MEKK2mut PB1 HTS – signal of MEK5 binding to mutant human MEKK2 PB1 domain | 0.35% of 290,000 active | percent response, % at 10 µM | bead flow cytometry, Alexa488-MEK5 binding to MEKK2 mutant | AID 1530; in the data active = percent response above about 24%, passing the limit was not always enough; note: inactives centre near 1; some results filed as inactive read as strong as hits
FID counter – counter-screen for HCV NS3 helicase inhibitors: DNA intercalator displacement | 0.17% of 290,000 active | inhibition, % at 7.9 µM | DNA fluorescent intercalator displacement, fluorescence; in the data active = inhibition above about 37%;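 note: 0% = vehicle and 100% = reference compound; higher means more ethidium bromide displaced from hairpin DNA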
PfM18AAP inh – PfM18AAP enzyme inhibition. recombinant PfM18AAP, H-Glu-NHMec fluorogenic cleavage. inhibition, % at 7.35 µM. 1.2% of 290,000 active;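 active = inhibition above the campaign mean inhibition over all tested compounds plus 3 SD, cut at about 28% in these data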;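 note: 0% = plate median of test compound wells and 100% = 2 mM ZnCl2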
Numbers without * were called inactive; . = no result given.

#1 COc1cc(OC)cc(C(=O)OCc2ccc([N+](=O)[O-])cc2)c1
#2 CC(C)c1nnc(NC(=O)c2cc3cc(Br)ccc3oc2=O)s1
#3 Cc1ccc(S(=O)(=O)NCCC(=O)OCC(=O)NC(=O)c2cccn2C)cc1
#4 CCNC(=O)COC(=O)c1[nH]c(C)c(C(=O)OC)c1C
#5 CCOC(=O)C(C)(C)Sc1ncnc2nc[nH]c12
#6 CSc1ccc(-c2nnn(Cc3ccc(Br)cc3)n2)cc1
#7 NC1=NC(=O)C2(COC(c3cccc([N+](=O)[O-])c3)OC2)S1 (stereo not drawn)
#8 COc1ccc(-c2nc(N)nc(C(F)(F)F)c2-c2ccccc2OC)c(O)c1
Compound,1,2,3,4,5,6,7,8
HCV NS3 hel inh,1,-5,3,8,19,3,16,-18
MEKK2 WT-MEK5,84,91,105,92,102,106,98,107
NALP1 inh,10,.,.,-18,23,1,14,-4
UBC9 SUMO inh,-17,18,-10,17,4,14,-5,8
IMP-1 inh,-2.1,-2.8,-2.4,-1.2,2.7,-2.9,-4.8,-3.8
VIM-2 inhibitor,-0.6,-1.0,-1.9,-1.8,0.1,-0.8,-2.8,-1.4
MEKK2mut PB1 HTS,-11,1,2,4,4,2,-2,11
FID counter,-9,-6,-18,-2,-1,-4,1,-25
PfM18AAP inh,-5,6,15,-8,9,0,-1,-5

In the list so far, 2 contain a nitro group on carbon.
#1 COc1cc(OC)cc(C(=O)OCc2ccc([N+](=O)[O-])cc2)c1
#7 NC1=NC(=O)C2(COC(c3cccc([N+](=O)[O-])c3)OC2)S1 (stereo not drawn)
Compound,1,7
HCV NS3 hel inh,1,16
MEKK2 WT-MEK5,84,98
NALP1 inh,10,14
UBC9 SUMO inh,-17,-5
IMP-1 inh,-2.1,-4.8
VIM-2 inhibitor,-0.6,-2.8
MEKK2mut PB1 HTS,-11,-2
FID counter,-9,1
PfM18AAP inh,-5,-1

Following part:
#9 CCN(CC)CCCN(Cc1cc2cc(OC)c(OC)cc2[nH]c1=O)C(=O)Nc1ccccc1
#10 CCOC(=O)C1CCCN(c2nc3ccccc3nc2C(C#N)C(=O)OC(C)C)C1 (stereo not drawn)
#11 COc1cc2c3c(c1)C(C)CC(C)(C)N3C(=O)C2=O (stereo not drawn)
#12 COc1ccc(NC(=O)COc2ccc(C(=O)OCC(=O)N(C(C)C)C(C)C)cc2OC)cc1
#13 CCOc1cc(N2C(=O)CC3CS(=O)(=O)CC32)c(OCC)cc1NC(=O)c1ccccc1 (stereo not drawn)
#14 CCOC(=O)c1ccc(S(=O)(=O)NNC(=O)COc2cccc(C)c2)cc1
#15 CC(=O)c1ccc(NC(=O)COc2ccc3c(c2)OCO3)cc1
#16 CCOC(=O)c1c(NC(=S)NCCc2ccccc2)sc2c1CC(C(C)C)OC2 (stereo not drawn)
Compound,9,10,11,12,13,14,15,16
HCV NS3 hel inh,3,0,-1,3,7,0,6,9
MEKK2 WT-MEK5,97,106,66,104,104,99,92,107
NALP1 inh,-4,26,-6,6,8,39,-5,5
UBC9 SUMO inh,24,-3,10,8,14,-6,5,-3
IMP-1 inh,-1.9,-0.5,-2.9,-2.1,-3.2,-1.8,-0.5,-5.2
VIM-2 inhibitor,7.9*,0.3,-1.4,-6.1,-0.2,-2.1,0.7,-3.8
MEKK2mut PB1 HTS,1,7,-12,-1,5,1,-12,8
FID counter,11,5,3,-51,-28,-23,-10,-1
PfM18AAP inh,9,12,3,-2,6,3,4,-1

#17 O=C(NCCN1C(=O)S/C(=C\c2cccnc2)C1=O)c1cccc(OC(F)F)c1
#18 COc1ccc(NC(=O)/C(C#N)=C/c2ccc(Sc3nncn3C)c([N+](=O)[O-])c2)cc1
#19 Clc1ccc(-c2nc(Cc3ccccc3Cl)no2)cc1
#20 CCN1CCN(CC(O)COc2ccc(Cl)cc2)CC1 (stereo not drawn)
#21 Cc1ccc(-c2[nH]nc3c2C(c2ccccc2OC(=O)N2CCOCC2)C(C#N)=C(N)O3)cc1 (stereo not drawn)
#22 CC(=O)c1ccc(NC(=O)CSc2nnc(Cc3cccn3C)n2-c2ccc(F)cc2)cc1
#23 O=C(Nc1cc(Cl)ccc1O)c1cc(-c2ccco2)on1
#24 Cc1cccc(N2CCN(C(=O)c3cnn4c(C(F)F)cc(-c5ccccc5)nc34)CC2)c1C
Compound,17,18,19,20,21,22,23,24
HCV NS3 hel inh,10,3,1,1,3,5,8,1
MEKK2 WT-MEK5,103,100,105,109,104,96,101,102
NALP1 inh,50,-23,2,6,-2,2,8,3
UBC9 SUMO inh,15,14,26,8,-15,4,24,9
IMP-1 inh,-2.4,-0.8,-2.3,-2.6,-4.5,1.4,-1.7,-3.1
VIM-2 inhibitor,-2.5,-0.3,-4.3,-4.0,-1.9,0.4,-1.5,-2.0
MEKK2mut PB1 HTS,-1,-2,15,3,-1,-1,9,0
FID counter,-2,-1,-1,8,-27,-30,4,2
PfM18AAP inh,15,2,6,-3,2,-4,1,-3

#25 COC(=O)c1nc(N)sc1-c1ccc(OC)cc1
#26 COc1ccc(N(CC(=O)NCCc2ccccc2)C(=O)CCC(=O)Nc2nccs2)cc1
#27 Cc1cc(C)n2nc(C(=O)Oc3ccc4c(c3)OCO4)nc2n1
#28 COC(=O)c1ccccc1NC(=S)N1CCC(N2CCCCC2)CC1
#29 CN(Cc1ccccc1)C(=O)c1ccccc1Br
#30 CC1=C(C(=O)Nc2cccc(C(=O)N3CCN(c4cccc(C(F)(F)F)c4)CC3)c2)SCCO1
#31 O=C(O)c1ccc(NC(=O)c2ccc(Cl)cc2)c(NC(=O)c2ccc(Cl)cc2)c1
#32 CCCNC(=O)c1onc(CSc2cccc(OC)c2)c1C(=O)NCCC
Compound,25,26,27,28,29,30,31,32
HCV NS3 hel inh,-3,-8,.,2,-9,0,6,.
MEKK2 WT-MEK5,101,99,104,92,104,101,102,84
NALP1 inh,3,-21,5,15,15,-2,9,26
UBC9 SUMO inh,-10,8,16,-2,2,-8,8,-6
IMP-1 inh,-2.4,-3.7,.,-3.5,-2.5,-1.0,-1.5,.
VIM-2 inhibitor,1.4,-1.3,.,-2.4,-2.9,-1.2,-0.4,.
MEKK2mut PB1 HTS,0,6,1,-1,2,3,2,-17
FID counter,0,-44,.,3,-7,-65,-20,.
PfM18AAP inh,-5,-1,.,13,4,4,-10,.

Single entries from above:
CCOC(=O)c1c(NC(=S)NCCc2ccccc2)sc2c1CC(C(C)C)OC2 (stereo not drawn) | NALP1 inh = 5
CCOC(=O)C(C)(C)Sc1ncnc2nc[nH]c12 | MEKK2 WT-MEK5 = 102
Cc1cccc(N2CCN(C(=O)c3cnn4c(C(F)F)cc(-c5ccccc5)nc34)CC2)c1C | VIM-2 inhibitor = -2.0
CC1=C(C(=O)Nc2cccc(C(=O)N3CCN(c4cccc(C(F)(F)F)c4)CC3)c2)SCCO1 | UBC9 SUMO inh = -8

The results go on.
#33 Cc1c(C=O)c2ccccc2n1CCOc1ccccc1
#34 Cc1cccc(C)c1NC(=O)C(C)c1ccc(-c2ccccc2)c(F)c1 (stereo not drawn)
#35 CC(C)CCNC(=O)CN(Cc1ccc2c(c1)OCO2)C(=O)Cn1nnc(-c2cccs2)n1
#36 c1ccc2c(c1)CCN(c1nc3cc4c(cc3s1)OCO4)C2
#37 CCCOC(=O)c1c(-c2ccc(OC)cc2)oc2ccc(-c3ccc(OC)nc3)cc12
#38 O=C1CC(C(=O)Nc2cccc(F)c2)n2c(nc3ccccc32)N1 (stereo not drawn)
#39 O=C(c1ccccc1)N1CCN(c2nc3ccc([N+](=O)[O-])cc3s2)CC1
#40 COc1ccc(/C=N/Nc2ncnc3c2[nH]c2ccccc23)c(OC)c1OC
Compound,33,34,35,36,37,38,39,40
HCV NS3 hel inh,6,-1,-3,-4,-17,-18,5,15
MEKK2 WT-MEK5,102,105,95,92,102,112,94,94
NALP1 inh,0,2,14,15,-4,.,6,20
UBC9 SUMO inh,4,4,2,8,12,18,-1,10
IMP-1 inh,-4.0,-1.0,-2.2,-1.8,-1.7,-2.9,-2.2,-4.6
VIM-2 inhibitor,-0.2,-2.5,-2.5,-2.8,0.8,-2.0,-2.6,-3.9
MEKK2mut PB1 HTS,4,-1,1,-2,-2,4,1,-3
FID counter,-24,-9,-25,3,-22,-2,-1,-7
PfM18AAP inh,4,-8,3,-2,0,-12,1,36*

#41 COc1ccccc1/C=C(/CC(=O)NCc1ccc2c(c1)OCO2)c1nc2ccccc2s1
#42 CCC(CC)C(=O)N1N=C(c2ccc(NS(C)(=O)=O)cc2)CC1c1ccccc1 (stereo not drawn)
#43 O=C(CSc1ccccc1C(=O)O)NCc1ccco1
#44 Cc1ccc(C(C)(O)CS(=O)(=O)Cc2ccccc2)cc1 (stereo not drawn)
#45 CCOC(=O)C1=C(C)NC(=NC)SC1c1ccccc1 (stereo not drawn)
#46 OC(CN1CCOCC1)(c1ccccc1)c1ccccn1 (stereo not drawn)
#47 Cn1cnnc1SCC(=O)Nc1ccc(F)cc1F
#48 COc1ccc(C2Nc3ccccc3C(=O)N2NC(C)=O)cc1OC (stereo not drawn)
Compound,41,42,43,44,45,46,47,48
HCV NS3 hel inh,35,-22,0,7,-8,5,-14,-3
MEKK2 WT-MEK5,96,91,104,109,93,106,96,83
NALP1 inh,20,.,11,12,9,42,-8,-13
UBC9 SUMO inh,-5,-4,12,14,1,-2,-13,21
IMP-1 inh,-3.7,-2.1,-2.3,-4.6,-2.1,-1.0,-0.9,-3.2
VIM-2 inhibitor,-0.2,-1.7,-1.5,-4.0,-1.0,-0.8,-0.5,-2.3
MEKK2mut PB1 HTS,-3,-6,3,4,-5,2,-2,-14
FID counter,-40,-27,-1,-6,-7,-2,1,8
PfM18AAP inh,-1,-5,9,-8,6,1,-1,-3

#49 Cc1nn2c(-n3ccnc3C)c3c(nc2c1-c1ccccc1)CCC3
#50 Cc1ncoc1C(=O)N1CCCC(C(=O)c2cccc3ccccc23)C1 (stereo not drawn)
#51 Cc1ccc(-c2noc(C3CCCN(C(=O)c4ccc(Cl)cc4)C3)n2)o1 (stereo not drawn)
#52 Cc1ccc(N2CCN(CC(O)COc3cccc(C)c3)CC2)cc1 (stereo not drawn)
Compound,49,50,51,52
HCV NS3 hel inh,1,-1,-1,-8
MEKK2 WT-MEK5,104,99,93,95
NALP1 inh,-5,0,-2,10
UBC9 SUMO inh,12,4,-4,12
IMP-1 inh,-1.6,-3.1,-5.3,-1.9
VIM-2 inhibitor,-1.0,1.5,-1.1,-2.6
MEKK2mut PB1 HTS,8,-9,-1,8
FID counter,-15,-8,-36,-2
PfM18AAP inh,-4,0,1,-2

Screens as filed in PubChem BioAssay.
